GSTO1 inh – blocks human GSTO1 in RBBP9 counter-screen; P78417; recombinant GSTO1, activity-based probe fluorescence polarization; inhibition, % at 5.96 µM; 300,000 compounds, 1.1% hits; AID 1974;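 active = inhibition above the campaign mean inhibition plus 3 SD, cut at about 35% in these data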;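 also: 0% = GSTO1-1 with DMSO and 100% = wells lacking GSTO1-1 enzyme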
LYPLA1 inh – counter-screen for PME1 inhibitors: inhibitors of human LYPLA1 | recombinant LYPLA1, FP-Rh probe fluorescence polarization | inhibition, % at 5.9 µM | 320,000 compounds, 0.16% hits;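 active = inhibition above the mean of all tested compounds plus 3 SD, set per campaign, cut at about 14% in these data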;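 also: inhibitors block serine hydrolase probe labeling of LYPLA1 so polarization falls; 0% = enzyme with DMSO and 100% = wells lacking LYPLA1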
Target sequence (O75608 whole entry, looked up): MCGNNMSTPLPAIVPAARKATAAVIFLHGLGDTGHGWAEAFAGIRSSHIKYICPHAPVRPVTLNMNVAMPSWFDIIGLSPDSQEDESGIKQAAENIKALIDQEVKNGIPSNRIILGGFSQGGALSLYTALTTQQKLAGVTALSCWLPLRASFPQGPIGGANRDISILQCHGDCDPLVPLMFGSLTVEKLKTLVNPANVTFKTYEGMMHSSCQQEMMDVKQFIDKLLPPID
PAFAH1B2 FP inh – PAFAH1B2 (human) inhibition; P68402; recombinant PAFAH1B2, FP-rhodamine activity probe, fluorescence polarization; inhibition, % at 3.39 µM; 340,000 compounds, 1.2% hits;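 active = inhibition above the mean of all tested compounds plus 3 SD, cut at about 24% in these data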;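 also: 0% = enzyme with DMSO and 100% = wells lacking PAFAH1B2; many of its hits are not listed in these tables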
Target sequence (P68402 whole entry, looked up): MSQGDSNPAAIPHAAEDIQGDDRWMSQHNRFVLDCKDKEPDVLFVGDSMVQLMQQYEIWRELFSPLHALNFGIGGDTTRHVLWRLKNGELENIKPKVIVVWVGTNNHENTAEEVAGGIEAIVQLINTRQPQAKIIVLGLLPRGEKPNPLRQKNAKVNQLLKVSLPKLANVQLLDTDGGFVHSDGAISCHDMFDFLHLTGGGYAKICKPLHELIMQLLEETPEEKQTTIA
PAD4 inh – inhibitors of human PAD4 | recombinant PAD4, RCA probe fluorescence polarization | inhibition, % at 6.36 µM | 330,000 compounds, 0.41% hits;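 active = percent inhibition above a cutoff equal to the mean of all tested compounds plus 3 SD, cut at about 15% in these data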;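 also: 0% = PAD4 with RCA probe and DMSO and 100% = probe without PAD4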
PREPL inh – inhibitors of human prolyl oligopeptidase-like enzyme PREPL | Q4J6C6 | recombinant PREPL, fluorescence polarization activity-based probe | inhibition, % at 5.96 µM | 320,000 compounds, 0.68% hits; in the data active = inhibition above about 43%;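 also: 0% = enzyme with DMSO and 100% = wells lacking enzyme; many of its hits are not listed in these tables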
PAFAH1B3 inh – PAFAH1B3 (human) inhibition. 340,000 compounds, 0.28% hits. Q15102. recombinant PAFAH1B3, FP-rhodamine probe, fluorescence polarization. inhibition, % at 3.39 µM;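 active = inhibition above the screen-wide average of all tested compounds plus 3 SD, cut at about 25% in these data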;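 also: 0% = enzyme with DMSO only and 100% = wells lacking PAFAH1B3 protein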
Target sequence (Q15102 whole entry, looked up): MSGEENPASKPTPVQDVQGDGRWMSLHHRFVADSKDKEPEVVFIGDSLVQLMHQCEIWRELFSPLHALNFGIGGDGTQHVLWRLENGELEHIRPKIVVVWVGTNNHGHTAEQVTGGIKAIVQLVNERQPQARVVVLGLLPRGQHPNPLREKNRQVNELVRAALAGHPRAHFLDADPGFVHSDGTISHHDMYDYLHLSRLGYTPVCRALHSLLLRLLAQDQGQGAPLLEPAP
LYPLA2 inh – counter-screen for PME1 inhibitors: inhibitors of human LYPLA2; O95372; recombinant LYPLA2, FP-Rh probe fluorescence polarization; inhibition, % at 5.9 µM; 320,000 compounds, 0.38% hits; AID 2177;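 active = inhibition above the screen-wide mean plus 3 SD, limit set per campaign, cut at about 26% in these data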;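 also: 0% = LYPLA2 with DMSO and 100% = wells lacking LYPLA2 enzyme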
Target sequence (O95372 whole entry, looked up): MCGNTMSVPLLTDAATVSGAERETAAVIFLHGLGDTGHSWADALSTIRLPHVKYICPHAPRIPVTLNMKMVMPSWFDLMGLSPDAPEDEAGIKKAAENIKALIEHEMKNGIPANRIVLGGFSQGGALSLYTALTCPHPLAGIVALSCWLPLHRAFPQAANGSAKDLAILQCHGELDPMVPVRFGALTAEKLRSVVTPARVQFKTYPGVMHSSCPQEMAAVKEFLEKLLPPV
PAFAH2 inh – inhibitors of human PAFAH2. Q99487. recombinant PAFAH2, FP-rhodamine activity probe, fluorescence polarization. inhibition, % at 3.39 µM. 340,000 compounds, 0.99% hits;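 active = inhibition above the mean over all tested compounds plus 3 SD, cut at about 30% in these data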;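 also: inhibitors block probe labeling of enzyme so polarization drops; 0% = enzyme with DMSO and 100% = wells lacking PAFAH2 protein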
pPAFAH inh – inhibitors of human plasma PAF acetylhydrolase (pPAFAH); recombinant pPAFAH, FP-rhodamine probe fluorescence polarization; inhibition, % at 3.39 µM; 330,000 compounds, 1.5% hits; AID 463082;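 active = inhibition above the mean inhibition across the screen plus 3 SD, cut at about 25% in these data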;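 also: inhibitors block binding of the rhodamine activity-based probe so polarization drops; 0% = enzyme with DMSO and 100% = wells lacking pPAFAH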
* = called active by the depositor; · = no result given.

SMILES | GSTO1 inh | LYPLA1 inh | PAFAH1B2 FP inh | PAD4 inh | PREPL inh | PAFAH1B3 inh | LYPLA2 inh | PAFAH2 inh | pPAFAH inh
CC(=O)n1cc([C@@H]2C=C(C(=O)Nc3ccccc3)O[C@H](OCc3ccc(CO)cc3)C2)c2ccccc21 | -10 | -14 | 0 | 0 | 15 | -8 | -17 | -22 | -4
O=C(Nc1cc(S(=O)(=O)N2CCCC2)ccc1Cl)C1=COCCO1 | 3 | 2 | 4 | -1 | 11 | 2 | 13 | -5 | 8
CCOC(=O)C1CCN(c2ccc(Cl)nn2)CC1 | 7 | 1 | 0 | -4 | 12 | 3 | 7 | -11 | 0
Cc1ccc(C(=O)Nc2ccccc2C(=O)NCc2ccccc2)cc1 | -2 | -2 | -4 | -1 | -14 | -4 | -1 | -10 | 1
COc1ccc(N(C(=O)c2cccnc2)S(=O)(=O)c2cc(OC)ccc2OC)cc1 | 2 | -2 | 2 | 3 | 33 | 10 | -6 | 0 | 7
Cc1nn(C)c(C)c1NS(=O)(=O)c1ccc(Cl)cc1 | 6 | 1 | 5 | -4 | -13 | 2 | 9 | 4 | -2
N=C1/C(=C\c2ccc(Br)o2)C(=O)N=C2SC(CC(=O)N3CCOCC3)=NN12 | 14 | -11 | -3 | -31 | -38 | 3 | -19 | 9 | -2
COCC(=O)Nc1c(C(=O)Nc2ccccc2OC)oc2ccccc12 | -4 | -2 | -2 | 5 | 2 | -1 | -1 | 5 | 0
CC(=O)Nc1cccc(C(=O)/C=C/c2ccc(C)cc2)c1 | -1 | -6 | 2 | 4 | 4 | -8 | 0 | 7 | 0
O=C(Nc1ccccc1)c1cc(S(=O)(=O)N2CCCCC2)ccc1N1CCOCC1 | · | -2 | 6 | -1 | 8 | 5 | 4 | 10 | 1
COc1ccc(NC(=O)[C@H](COCc2ccccc2)NC(=O)OC(C)(C)C)cc1 | -2 | -3 | 6 | -3 | -5 | 4 | -1 | 7 | 1
CCOCC(=O)Nc1ccc(S(=O)(=O)N2CCC(c3nc4ccccc4[nH]3)CC2)cc1 | 0 | 1 | -1 | -1 | 18 | 3 | 4 | 2 | 0
CCOc1ccccc1NC(=O)CSc1nnc(-c2cccnc2)o1 | -14 | -1 | 5 | -10 | 13 | 2 | 5 | 2 | -1
O=C(Cn1cnc([N+](=O)[O-])c1)Nc1cc(Oc2ccc(Cl)cc2Cl)cc([N+](=O)[O-])c1 | -35 | -23 | -2 | -4 | 22 | 3 | 3 | -25 | 4
COC(=O)c1ccc(Cn2nnc3c(=O)[nH]c(C4CCN(S(=O)(=O)c5cc(C)ccc5C)CC4)nc32)cc1 | 0 | -4 | -2 | -1 | -1 | 5 | 6 | -6 | 7
O=C(CSc1nnc(-c2ccncc2)n1CC1CCCO1)Nc1ccccc1Cl (configuration not stated) | -2 | 1 | -4 | -4 | 13 | 3 | -4 | 0 | 1
COc1ccc(OCC(=O)N2CCN(C(=O)c3ccc(F)cc3)CC2)cc1 | 1 | 1 | 8 | -6 | 3 | 7 | -3 | -4 | 2
Cc1[nH]nc2ncc(C(=O)c3cc(Cl)cc(Cl)c3O)cc12 | 3 | -2 | 1 | 0 | 15 | -9 | 0 | 1 | 4
COCCn1c(SCc2ccc(C)cc2)nc2c1c(=O)[nH]c(=O)n2C | -10 | 1 | · | -3 | 25 | · | 4 | · | 10
COCc1cc(CN2CCN(C)CC2)c(O)c2ncccc12 | -4 | -1 | 1 | -2 | 0 | 4 | 4 | -1 | 7
O=C(CSc1nc(NS(=O)(=O)c2ccccc2)cc(=O)[nH]1)Nc1ccccc1C(F)(F)F | -5 | -2 | 2 | -2 | -2 | 11 | -2 | -7 | -1
COCCCN(Cc1ccco1)C(=O)Cn1ncc2c(=O)oc3ccc(C)cc3c21 | 5 | 3 | 3 | 3 | 1 | 3 | 4 | 0 | 4
O=c1[nH]c(N2CCOCC2)nc2c1CCCC2 | 0 | -1 | 2 | -3 | -1 | 1 | 0 | -3 | 1
Cc1ccc(C(=O)NCc2ccco2)cc1S(=O)(=O)N1CCCC1 | -3 | -2 | -2 | 5 | 1 | -4 | 0 | 0 | 6
O=C(NCc1ccccc1Cl)c1ccc(CSc2nc3ccncc3[nH]2)cc1 | -2 | 1 | 0 | -7 | 0 | 4 | 10 | -6 | -1

Results in LYPLA2 inh and LYPLA1 inh, for two of the compounds above:
| structure | LYPLA2 inh | LYPLA1 inh |
| --- | --- | --- |
| O=C(Cn1cnc([N+](=O)[O-])c1)Nc1cc(Oc2ccc(Cl)cc2Cl)cc([N+](=O)[O-])c1 | 3 | -23 |
| N=C1/C(=C\c2ccc(Br)o2)C(=O)N=C2SC(CC(=O)N3CCOCC3)=NN12 | -19 | -11 |

Some of the entries so far, comma-delimited:
SMILES,GSTO1 inh,LYPLA1 inh,PAFAH1B2 FP inh,PAD4 inh,PREPL inh,PAFAH1B3 inh,LYPLA2 inh,PAFAH2 inh,pPAFAH inh
N=C1/C(=C\c2ccc(Br)o2)C(=O)N=C2SC(CC(=O)N3CCOCC3)=NN12,14,-11,-3,-31,-38,3,-19,9,-2
O=c1[nH]c(N2CCOCC2)nc2c1CCCC2,0,-1,2,-3,-1,1,0,-3,1
O=C(Nc1ccccc1)c1cc(S(=O)(=O)N2CCCCC2)ccc1N1CCOCC1,·,-2,6,-1,8,5,4,10,1
COCCn1c(SCc2ccc(C)cc2)nc2c1c(=O)[nH]c(=O)n2C,-10,1,·,-3,25,·,4,·,10
Cc1ccc(C(=O)NCc2ccco2)cc1S(=O)(=O)N1CCCC1,-3,-2,-2,5,1,-4,0,0,6

Following part
SMILES | GSTO1 inh | LYPLA1 inh | PAFAH1B2 FP inh | PAD4 inh | PREPL inh | PAFAH1B3 inh | LYPLA2 inh | PAFAH2 inh | pPAFAH inh
COc1ccc(CCn2ccc(O)c(Cc3ccc(Cl)cc3Cl)c2=O)cc1OC | -6 | 2 | -1 | 3 | 0 | -1 | 4 | -2 | 2
Cc1cccc(C)c1Nc1nnc(SCC(=O)c2ccc(Br)s2)s1 | 21 | -9 | 3 | -1 | -4 | 4 | -5 | 15 | 2
FC(F)(F)c1nnc2c(Sc3ccc(Cl)cc3)nc3ccccc3n12 | -4 | -2 | 2 | 1 | -2 | 9 | 2 | -11 | -2
O=C(Cn1cnc2ccccc21)Nc1ccccc1-c1ccccc1 | -6 | -1 | 5 | 0 | -5 | -3 | -4 | -9 | 4
O=c1cc(-c2ccccc2)oc2ccccc12 | -6 | -1 | 1 | -2 | -20 | 7 | 1 | 7 | 2
CCC(C(=O)NCc1ccccc1OC)c1ccccc1 (configuration not stated) | 1 | 0 | 2 | -1 | 19 | 4 | 3 | -2 | 4
C/C(=N/NC(=O)c1ccccc1)C(=O)O | 12 | 4 | 4 | -1 | -1 | 5 | 2 | 1 | -4
COC(=O)c1ccc(C(=O)OC)c(NC(=S)N2CCC(C)CC2)c1 | 2 | 1 | -3 | -1 | -3 | 4 | 1 | -1 | 3
CC(=O)Nc1ccc(S(=O)(=O)NCC2CCC(C(=O)NCc3ccccc3)CC2)cc1 (configuration not stated) | 5 | -1 | -3 | -3 | -4 | 2 | 7 | -4 | 2
O=C1Nc2ccc(Br)cc2C1Cc1ccccc1F (configuration not stated) | 1 | 0 | 24 | 2 | -14 | 5 | -1 | 1 | 5
CSC(=S)N(C)C1CCS(=O)(=O)C1 (configuration not stated) | -3 | -2 | 3 | -4 | -4 | 8 | -1 | 2 | 0
Cc1ccc(-c2cc(C(=O)NCCCN3CCOCC3)no2)cc1 | 5 | 0 | 7 | 4 | 3 | 10 | 0 | -3 | 5
CCOC(=O)c1c(C=O)c(C)n(Cc2ccc(C)cc2)c1C | 6 | -4 | -1 | -6 | 6 | 5 | -4 | 3 | -4
CSc1nnc2c3cc(F)ccc3n(C)c2n1 | -4 | -1 | 2 | 1 | 6 | 9 | 2 | -2 | -3
COc1ccc(CNC(=O)c2cncc(Br)c2)cc1 | 2 | -2 | 5 | -4 | 6 | 6 | -5 | -4 | 3
COc1ccc(C(=O)Nc2ccc(S(=O)(=O)NC(C)C)cc2)cc1 | -1 | 0 | -1 | -2 | 9 | 8 | -8 | 2 | -12
O=C1CC(N2CCN(c3ccc(O)cc3)CC2)C(=O)N1Cc1cccs1 (configuration not stated) | 14 | 5 | 9 | -1 | 30 | 3 | 3 | 4 | 14
CCOC(=O)CCNCc1ccc(OC)c(OC)c1 | 9 | 4 | 4 | -1 | 0 | 3 | 7 | -3 | 2
CC1CCN(S(=O)(=O)c2ccc(NC(=O)Cn3nnc(-c4ccccc4)n3)cc2)CC1 | -25 | -29 | -19 | -8 | -11 | -30 | -61 | -36 | -7
CCc1ccc(N(CC(=O)NCc2ccco2)C(=O)CCC(=O)Nc2ccccn2)cc1 | 1 | -2 | -1 | -4 | -12 | 9 | 5 | -2 | -1
NS(=O)(=O)c1cccc(NC(=O)CCSc2ccccc2Cl)c1 | 3 | -3 | 0 | -1 | -5 | 5 | -7 | 9 | 9
S=c1[nH]nc(-c2cc(-c3ccsc3)n[nH]2)n1-c1ccccc1 | -2 | 3 | · | 7 | -2 | · | 0 | · | -1
O=C1C=C(NCCN2CCOCC2)CC(c2ccccc2)C1 (configuration not stated) | -3 | 0 | 3 | 1 | 3 | 13 | 2 | 1 | -2
O=C(c1ccc2c(c1)OCO2)N1CCCC(c2ccccc2)C1 (configuration not stated) | 6 | 1 | 12 | -1 | 2 | 4 | 3 | 12 | 4
COc1cc2c(c(OC)c1OC)-c1ccc(OC)c(=O)cc1[C@@H](N(C)CC#CCO)CC2 | 3 | -2 | 0 | 1 | 1 | 7 | -3 | -4 | 2
CC(C(=O)NCc1ccco1)n1ccc2cc(S(=O)(=O)N3CCCC3)ccc21 (configuration not stated) | 2 | -2 | 3 | -2 | 12 | 5 | 6 | -1 | 3
CCc1nnc(NS(=O)(=O)c2ccc(NC(=O)/C=C/C(=O)O)cc2)s1 | -1 | -2 | 1 | 0 | -11 | 6 | 4 | 9 | -1
CCC(=O)N1c2ccc(C)cc2C2=NNC(=S)NC21O (configuration not stated) | 0 | 0 | 1 | 0 | -6 | 2 | -3 | -1 | -5
O=C(CCCOc1ccccc1)Nc1nnc(C2CCCO2)s1 (configuration not stated) | -4 | -3 | -4 | -4 | -9 | 4 | -3 | 13 | 16

3 entries from above, set out differently.
CSC(=S)N(C)C1CCS(=O)(=O)C1 (configuration not stated)
  GSTO1 inh: -3; LYPLA1 inh: -2; PAFAH1B2 FP inh: 3; PAD4 inh: -4; PREPL inh: -4; PAFAH1B3 inh: 8; LYPLA2 inh: -1; PAFAH2 inh: 2; pPAFAH inh: 0

CCOc1ccccc1NC(=O)CSc1nnc(-c2cccnc2)o1
  GSTO1 inh: -14; LYPLA1 inh: -1; PAFAH1B2 FP inh: 5; PAD4 inh: -10; PREPL inh: 13; PAFAH1B3 inh: 2; LYPLA2 inh: 5; PAFAH2 inh: 2; pPAFAH inh: -1

O=C(CCCOc1ccccc1)Nc1nnc(C2CCCO2)s1 (configuration not stated)
  GSTO1 inh: -4; LYPLA1 inh: -3; PAFAH1B2 FP inh: -4; PAD4 inh: -4; PREPL inh: -9; PAFAH1B3 inh: 4; LYPLA2 inh: -3; PAFAH2 inh: 13; pPAFAH inh: 16

Compound activity as filed in PubChem.

An excerpt; the hit share may differ from the screen's.
